M1 PAM parental – nonselective calcium activators in parental CHO-K1 cells, primary screen, counter-screen for M1 PAM project, cell-based, Fluo-8 calcium fluorescence, full deck, 1536-well | AID 602247, 2012 | activation, % at 3 µM | ATP EC20; 0% at ATP EC20, 100% at ATP max | 360,000 tested, 0.02% active;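 active = activation above the run cutoff, the mean activation of all test compounds plus 3 SD, cut at about 40% in these data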;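 also: peak over basal fluorescence ratio in a 140 s read after ATP addition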
M5 antag – human M5 muscarinic receptor antagonists, primary screen, CHO cells, Fluo-8 calcium fluorescence; inhibition, % at 3 µM; CHO-hM5 cells, ACh EC80; AID 624040, 2012; Muscarinic acetylcholine receptor M5 (Homo sapiens), P08912; 360,000 tested, 0.59% active;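 active = inhibition above a per-plate cutoff, the mean of that plate's test compounds plus 3 SD, cut at about 27% in these data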;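 also: 0% = acetylcholine EC80 with DMSO and 100% = DMSO without agonist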
Target sequence (P08912 whole entry, looked up): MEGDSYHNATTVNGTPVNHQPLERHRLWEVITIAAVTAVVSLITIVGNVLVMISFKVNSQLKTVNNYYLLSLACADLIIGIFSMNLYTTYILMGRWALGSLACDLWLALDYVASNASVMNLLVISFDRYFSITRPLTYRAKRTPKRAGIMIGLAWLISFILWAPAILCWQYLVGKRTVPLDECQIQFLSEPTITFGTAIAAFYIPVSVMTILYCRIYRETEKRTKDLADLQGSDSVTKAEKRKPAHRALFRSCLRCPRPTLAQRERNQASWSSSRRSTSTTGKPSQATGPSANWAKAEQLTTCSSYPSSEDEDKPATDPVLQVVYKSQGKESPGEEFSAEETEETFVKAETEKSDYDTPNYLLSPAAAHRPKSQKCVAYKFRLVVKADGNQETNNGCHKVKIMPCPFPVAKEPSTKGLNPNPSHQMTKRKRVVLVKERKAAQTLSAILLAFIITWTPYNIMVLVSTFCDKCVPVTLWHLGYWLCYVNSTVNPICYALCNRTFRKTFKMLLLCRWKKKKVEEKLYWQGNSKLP
CHO-K1 Ca antag – M1 antagonist counterscreen hit in parental CHO-K1 cells; ATP-induced calcium, Fluo-8 fluorescence; 360,000 tested, 0.6% active; AID 602250; inhibition, % at 3 µM;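 active = inhibition above a per-plate cutoff, the plate's mean sample inhibition plus 3 SD, cut at about 24% in these data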;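 also: 0% = DMSO plus EC80 ATP and 100% = DMSO alone without ATP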
CHRM5 PAM – human M5 muscarinic receptor positive allosteric modulators, primary screen, CHO-K1 cells, Fluo-8 calcium fluorescence | Muscarinic acetylcholine receptor M5 (Homo sapiens), P08912 | CHO-K1 hM5, ACh EC20 PAM; 0% = ACh EC20, 100% = ACh EC100 | activation, % at 3 µM | 360,000 tested, 0.3% active | AID 624038, 2012;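 active = activation above the run cutoff, the mean activation of all test compounds plus 3 SD, cut at about 18% in these data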
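System: CHO-K1 hM5 cells. Reagent: acetylcholine, EC20 level. Compound dosing: single dose, 3 µM nominal final test concentration. Timing: Post-acetylcholine fluorescence recording 140 s. Detection: Fluo-8 calcium fluorescence. Read-out: % activation, ACh-normalized. Benchmarks: ACh EC20 and EC100 wells. Repeats: singlicate, one well per test compound.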
CHRM5 agonist – human M5 muscarinic receptor agonists, primary screen, CHO-K1 cells, Fluo-8 calcium fluorescence | 360,000 tested, 0.19% active | AID 624037, 2012 | activation, % at 3 µM | CHO-K1 hM5 cells; 0% DMSO wells, 100% maximal acetylcholine response | Muscarinic acetylcholine receptor M5 (Homo sapiens), P08912;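 active = activation above the run's mean over test compounds plus 3 SD, cut at about 23% in these data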;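 also: signal is peak over basal fluorescence ratio across the kinetic read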
M1 ag parental – counter-screen for M1 agonists: effect in parental CHO-K1 cells | Fluo-8 calcium fluorescence; scaled to maximal ATP response, vehicle zero | activation, % at 3 µM | 360,000 tested, 0.48% active; in the data active = activation above about 15%;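 also: untransfected CHO-K1 host cells lacking M1 receptor as counterscreen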
CHRM4 antagonist – human M4 muscarinic receptor antagonists, primary screen, CHO cells, Fluo-8 calcium fluorescence; Muscarinic acetylcholine receptor M4 (Homo sapiens), P08173; CHO-hM4 cells, ACh EC80; inhibition, % at 3 µM; 360,000 tested, 0.73% active; AID 624125, 2012;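 active = inhibition above its plate's cutoff, the mean inhibition of sample wells plus 3 SD, cut at about 27% in these data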;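 also: 0% = acetylcholine EC80 with DMSO and 100% = DMSO without agonist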
Target sequence (P08173 whole entry, looked up): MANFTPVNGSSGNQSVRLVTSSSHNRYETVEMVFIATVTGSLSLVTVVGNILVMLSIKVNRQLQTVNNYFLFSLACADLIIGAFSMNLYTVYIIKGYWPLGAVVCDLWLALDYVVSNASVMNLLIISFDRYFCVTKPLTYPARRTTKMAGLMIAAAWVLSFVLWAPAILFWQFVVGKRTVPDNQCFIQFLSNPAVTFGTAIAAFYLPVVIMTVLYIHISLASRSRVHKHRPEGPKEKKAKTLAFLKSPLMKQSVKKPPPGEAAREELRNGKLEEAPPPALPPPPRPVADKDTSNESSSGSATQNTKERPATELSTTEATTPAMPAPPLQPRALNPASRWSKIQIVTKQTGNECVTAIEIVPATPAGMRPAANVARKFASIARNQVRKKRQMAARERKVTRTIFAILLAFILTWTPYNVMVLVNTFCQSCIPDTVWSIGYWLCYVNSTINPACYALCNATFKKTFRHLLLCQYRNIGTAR
CHRM4 agonist – human M4 muscarinic receptor agonists, primary screen, CHO-K1 cells, Fluo-8 calcium fluorescence. CHO-K1 hM4/Gqi5; vehicle 0%, full acetylcholine response 100%. activation, % at 3 µM. 360,000 tested, 0.14% active. AID 624127, 2012;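 active = activation above the run mean over all test wells plus 3 SD, cut at about 32% in these data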;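 also: peak over basal fluorescence ratio per well then scaled between controls; 0% = DMSO wells and 100% = acetylcholine at EC100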
CHRM4 PAM – human M4 muscarinic receptor positive allosteric modulators, primary screen, CHO-K1 cells, Fluo-8 calcium fluorescence; 360,000 tested, 0.4% active; activation, % at 3 µM; CHO-K1 hM4/Gqi5, ACh EC20; 0% = ACh EC20, 100% = maximal ACh; AID 624126, 2012; Muscarinic acetylcholine receptor M4 (Homo sapiens), P08173;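 active = activation above its plate's cutoff, the mean activation of sample wells plus 3 SD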; also: some results filed as inactive read as strong as hits
An asterisk follows results filed as active.

SMILES,M1 PAM parental,M5 antag,CHO-K1 Ca antag,CHRM5 PAM,CHRM5 agonist,M1 ag parental,CHRM4 antagonist,CHRM4 agonist,CHRM4 PAM
O=C(Cc1ccccc1)Nc1nnc(-c2cccc([N+](=O)[O-])c2)s1,8,-10,1,9,2,0.0,-4,1,35*
CCCc1nc2ccc(NC(=O)c3cccs3)cc2c(=O)n1Cc1ccc(Cl)cc1,5,-2,-2,4,0,-0.1,-2,0,2
CCOC(=O)C1(c2csc(N)n2)COC(=O)C1 (stereo unspecified),-5,1,21,-6,2,-0.4,6,1,4
O=c1nc(/C=C/c2ccc(O)c(O)c2)oc2ccccc12,11,3,-8,5,1,0.7,10,0,3
COc1cc2c(cc1OC)C(=O)CCC2,13,13,-6,6,1,0.9,-8,0,5
Cc1cc(C)c2nc(N3CCCC(C(=O)NCCCN4CCOCC4)C3)sc2c1 (stereo unspecified),8,3,-14,-8,-13,-0.1,-6,1,14
O=C(COC(=O)c1ccc(Cl)c(S(=O)(=O)N2CCc3ccccc3C2)c1)Nc1ncc(Cl)cc1Cl,-9,7,1,-9,-4,0.8,13,0,-21
CC(O)(c1ccc(Cl)cc1)C(c1ccccc1)c1ccccn1 (stereo unspecified),-5,-7,2,-5,-9,-0.9,-5,-2,-2
O=C(c1ccc(F)cc1)N1CCN(c2cc(N3CCCCC3)c(F)cc2[N+](=O)[O-])CC1,-10,22,0,3,1,1.9,16,4,-9
CCOc1ccc(NC(=O)Nc2cc(C)ccc2OC)cc1,6,7,16,-3,-15,0.3,-10,0,10
CCN1CCCC1CNC(=O)CCNC(=O)c1cc(OC)c(OC)c(OC)c1 (stereo unspecified),19,-2,-34,-4,2,1.3,1,1,7
NC(=O)C1CCN(C(=O)C2c3ccccc3C(=O)N3CCc4ccccc4C23)CC1 (stereo unspecified),10,0,-9,-8,-1,2.0,12,0,-10
Cc1ccc(C(=O)c2cc3ccccc3o2)cc1[N+](=O)[O-],9,12,-4,-5,-4,0.7,-4,1,15
O=C(c1ccco1)N(CC1CCCO1)c1nc(-c2ccccc2)cs1 (stereo unspecified),20,4,-4,6,-2,1.2,-8,0,5
COc1cccc(NC(=O)CCCNC(=O)Cn2cnc3sc(C)c(C)c3c2=O)c1,8,19,-6,3,-2,0.1,-4,1,-3
O=C(NC1CC1)C1CCN(S(=O)(=O)c2cc([N+](=O)[O-])ccc2Cl)CC1,16,2,-13,7,-4,0.2,14,1,-6
Cc1cc(C)c2c(c1)-c1c(ssc1=S)C(C)(C)N2C(=O)CSc1nncn1C,11,-5,-5,1,-9,-0.4,2,0,3
Cc1ccc(C)c(-c2ccc(=O)n(Cc3cccc(Br)c3)n2)c1,8,11,-17,-3,-3,0.2,-11,-2,-4
COc1ccc(CNS(=O)(=O)c2ccc(-n3cnnn3)c(OC)c2)cc1,-1,-3,-12,-3,2,5.6,-13,4,3
Cc1cccc(C)c1N1C(=O)CC(N(O)c2ccccc2)C1=O (stereo unspecified),-5,1,5,-9,1,0.9,15,2,-6
O=C(O)c1cn(Cc2ccccc2Cl)c2ccc(S(=O)(=O)N3CCOCC3)cc2c1=O,-1,-1,-14,6,-1,0.1,-5,0,2
CCOc1ccc(-c2cnc(N)n2C)cc1,1,10,-18,1,0,0.3,4,1,-5
CCOc1ccc(CNCCc2ccc(S(N)(=O)=O)cc2)cc1,24,-7,-7,4,-10,0.5,-1,2,-5
CCOC(=O)c1ccc(NC(=O)c2ccc(CO)c(C(=O)NC3CCN(C(=O)OCC)CC3)c2)cc1,9,2,-2,0,1,0.6,-7,0,7
O=C(NCc1ccc(OC(F)(F)F)cc1)C1CC(c2cccc(F)c2)=NO1 (stereo unspecified),-9,5,-2,0,1,-0.1,-2,1,0
CCN(c1ccccc1)S(=O)(=O)c1csc(C(N)=O)c1,-5,-3,-13,7,-3,0.3,-6,2,4
CC(C)(C)c1nnc2sc(SCC(=O)NCc3ccco3)nn2c1=O,-9,14,-4,-6,-7,0.0,-1,1,-6
CC(C)Oc1cccc(C(=O)C2CCCN(Cc3ccc(Oc4ncccn4)cc3)C2)c1 (stereo unspecified),-7,12,-10,-3,-15,1.2,3,4,-20
CCN(C(=O)c1ccc(=O)[nH]c1)c1c(N)n(Cc2ccccc2)c(=O)[nH]c1=O,-17,15,8,0,0,0.1,5,1,22*
CC(C)CSC1=NSC2=NC(=O)/C(=C\c3coc4ccccc4c3=O)C(=N)N12,-5,68*,60*,-23,168*,107*,52*,89*,-21
CCOc1cccc(NC(=O)Cc2cccs2)c1,12,2,0,-4,3,0.7,12,2,14
Nc1ccn(C2CC(O)C(CO)O2)c(=O)n1 (stereo unspecified),12,0,-9,4,11,0.0,-6,1,-5
Cc1ccc(S(=O)(=O)NCC(C)n2cncn2)cc1 (stereo unspecified),-11,2,-5,-3,-1,0.0,0,0,-6
CCc1ccccc1NC(=O)CSc1nnc(Cn2nnc3ccccc32)n1C,-5,2,5,3,2,0.1,5,1,9
CC(C)c1ccc(O)c(NC(=S)NC(=O)c2cccnc2)c1,12,-5,-10,-5,-3,2.1,-1,2,-2
CCOc1c2ccc(C(=O)NCc3ccccc3OC)cc2nn1CC,7,10,-10,-2,0,-0.2,11,0,3
COc1cc(C(=O)NC(=S)NNC(=O)c2cnccn2)cc(OC)c1OC,14,1,-5,3,-1,0.3,8,-1,-7
O=C(O)c1cccc(S(=O)(=O)N2CCCC(c3nc4c(nnn4Cc4ccccc4Cl)c(=O)[nH]3)C2)c1 (stereo unspecified),10,7,6,4,-1,-0.4,-3,0,-2
COC(=O)c1ccccc1NC(=O)CN1CCC(n2nnc3cc(C(F)(F)F)ccc32)CC1,-4,0,19,-3,1,-0.3,-2,0,13
O=C1C=CN(Cc2ccccc2)C(c2ccccc2)C1 (stereo unspecified),6,10,-12,-1,-10,0.4,0,3,2
Cc1ccc2c(c1)N(CC(=O)NC1CCCCC1)C(=O)c1cccnc1O2,14,1,-2,2,0,-0.4,10,0,2
O=C(COC(=O)c1ccccc1Cl)Nc1cccc(S(=O)(=O)N2CCCCC2)c1,-12,12,6,-11,3,4.7,-1,14,-8
Cn1nc(-c2ccc3c(c2)OCCO3)c2ccccc2c1=O,-12,9,9,-11,7,7.4,6,10,-7
CS(=O)(=O)N(CC(=O)N1CCOCC1)c1cccc([N+](=O)[O-])c1,11,-6,-11,3,-2,0.3,1,1,2
COC(=O)C1(NC(=O)NC2CCCCC2)CCCCC1,12,2,-6,3,-3,0.6,-3,1,11
Oc1csc(Cc2nc(-c3ccccc3F)cs2)n1,25,-7,-14,-5,-5,-0.1,-9,1,1
CCN(CC(=O)Nc1c(F)cccc1F)C(=O)COc1ccc2c(C)cc(=O)oc2c1,16,-6,-2,8,5,1.1,-9,2,2
CC(C)C(=O)Nc1nnc(SCC(=O)Nc2ccc3c(c2)OCCO3)s1,20,2,-13,5,4,0.5,5,2,9
CCOc1ccc(NC(=S)/C(=C(\[O-])c2ccc(C)c([N+](=O)[O-])c2)[n+]2ccccc2)cc1,26,1,-11,-5,-10,0.5,8,0,-8
Cc1ccn2cc(CCNS(=O)(=O)c3ccc4ccccc4c3)nc2c1,7,10,-10,0,-4,1.4,4,1,-4
NS(=O)(=O)c1ccc(NC(=S)NNC(=O)c2cccs2)cc1,24,2,-8,0,1,0.5,0,1,-1
Cc1ccc(-c2nc(-c3ccccn3)no2)cc1Cl,15,10,-18,-4,-4,1.6,-2,3,8
CCC(=O)Nc1ccc2nc3c(=O)[nH]c(=S)[nH]c3nc2c1,1,2,-14,0,0,1.8,1,0,1
COc1ccc(-c2csc(NC(=O)Cn3nc(C)cc3C)n2)cc1,4,-3,5,8,0,0.7,9,2,1
COc1ccccc1CC(=O)NNS(=O)(=O)c1ccc([N+](=O)[O-])cc1,14,4,-20,1,0,0.7,-6,2,6
O=[N+]([O-])c1ccc(CN2CCC(Cc3ccccc3)CC2)cc1,7,5,-4,-8,-8,0.0,8,-2,-14
OC1CNc2c(ccc3ccccc23)C1 (stereo unspecified),16,14,-13,0,-2,1.7,3,1,2
COc1ccccc1NC(=O)COc1cccc2c1CCNC2=O,4,8,-12,-11,0,4.7,-6,13,1
COc1ccc2nc(/N=C(\N)NC(=O)C(C)(C)C)nc(C)c2c1,-4,0,7,-6,-2,0.6,-1,4,-4
CC(C)CC1NC2(C(=O)N(C)c3ccccc32)C2C(=O)N(C(C)C)C(=O)C12 (stereo unspecified),26,-3,-9,4,1,1.2,-5,0,9

Continued, overlapping the part above by 2 compounds.
SMILES,M1 PAM parental,M5 antag,CHO-K1 Ca antag,CHRM5 PAM,CHRM5 agonist,M1 ag parental,CHRM4 antagonist,CHRM4 agonist,CHRM4 PAM
COc1ccc2nc(/N=C(\N)NC(=O)C(C)(C)C)nc(C)c2c1,-4,0,7,-6,-2,0.6,-1,4,-4
CC(C)CC1NC2(C(=O)N(C)c3ccccc32)C2C(=O)N(C(C)C)C(=O)C12 (stereo unspecified),26,-3,-9,4,1,1.2,-5,0,9
CSc1ccccc1NC(=O)CN(C)C(C)C(=O)NCc1ccc2c(c1)OCO2 (stereo unspecified),4,11,-14,5,1,0.1,12,0,-2
CCOC(=O)COc1ccc(C(=O)c2ccccc2)c(O)c1,12,4,-7,-8,-3,3.4,-18,6,-7
CC(C)(C)Nc1nc(Cl)nc(NC2CCCCC2)n1,19,-16,-8,-10,6,-0.2,-2,-1,0
O=C(c1ccncc1)N(Cc1cc2ccccc2[nH]c1=O)C1CCCCC1,10,-7,-2,0,3,0.7,7,1,-5
CSc1nnc(Cc2sc(-c3ccccc3)nc2-c2ccccc2)o1,14,11,-10,5,-6,0.3,8,0,4
Nc1nc(CSc2nc3ccccc3[nH]2)cs1,11,1,-3,-4,-1,-0.6,-6,1,6
COc1cccc(Oc2ccc3nnc(C(F)(F)F)n3n2)c1,0,-14,14,-1,-5,-0.1,-4,-1,-4
CCOC(=O)Cc1nn2c(=O)cc(C)nc2s1,2,-6,-8,-4,-2,0.0,3,0,2
CCOC(=O)c1c(C)[nH]c(C(=O)OCC(=O)N2CCN(S(=O)(=O)c3ccccc3)CC2)c1C,15,-3,-2,-4,2,-0.2,3,2,-3
Cc1cc(C)n2nc(C(=O)Nc3cccc(S(=O)(=O)N(C)c4ccccc4)c3)nc2n1,15,7,-10,-10,-6,3.6,6,10,-19
Cc1cc(C(=O)Nn2c(-c3ccc(Br)cc3)nc3ccccc3c2=O)ccc1[N+](=O)[O-],0,9,3,-11,2,5.8,-6,7,-3

High-throughput results as filed in PubChem.
